Compound activity deposited in PubChem BioAssay by several laboratories.
BAP1 inh: blocks human BAP1 ubiquitin-AMC hydrolysis | recombinant BAP1, Ub-AMC hydrolysis fluorescence kinetic; stronger effect = lower value | activity remaining (% of control), % at 20 µM | hit rate 0.48% among 72,000;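 active = activity remaining at or below 50% of control, provided the compound also passes the data quality filters; inactive = the rest, including low values that fail the filters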;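 also: 100% = DMSO wells rate and 0% = substrate alone blank rate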
HePTP inh: human HePTP phosphatase inhibition | recombinant HePTP phosphatase activity, OD absorbance | AID 521 | inhibition, % at 20 µM | hit rate 0.64% among 110,000; in the data active = inhibition above about 50%;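 also: plate controls were vehicle for no effect and reference inhibitor for full effect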
Target sequence (P35236 whole entry, looked up): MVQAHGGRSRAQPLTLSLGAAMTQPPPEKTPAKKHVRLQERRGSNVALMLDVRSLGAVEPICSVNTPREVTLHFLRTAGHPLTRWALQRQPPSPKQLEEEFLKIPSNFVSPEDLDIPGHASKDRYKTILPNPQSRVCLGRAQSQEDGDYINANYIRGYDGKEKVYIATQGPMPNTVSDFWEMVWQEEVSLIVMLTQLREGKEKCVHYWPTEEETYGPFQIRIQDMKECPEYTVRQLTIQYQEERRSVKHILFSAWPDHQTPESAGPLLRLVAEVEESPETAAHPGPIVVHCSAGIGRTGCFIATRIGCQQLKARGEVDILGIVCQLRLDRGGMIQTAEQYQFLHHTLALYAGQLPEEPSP
An asterisk follows results filed as active; nt = no result given; & = joins results of further samples.

SMILES	BAP1 inh	HePTP inh
O=C(NC(NC(=S)Nc1cccc2ccccc12)C(Cl)(Cl)Cl)c1ccccc1 (centres undefined)	nt	5
CCOC(=O)CSc1nc2c(cnn2-c2ccc(C)cc2)c(=O)[nH]1	94	-12
COc1ccccc1N1C(=O)NC(=O)/C(=C\c2ccc(O)c(O)c2)C1=O	nt	6
Cc1ccc(Cn2ncn3c(cc4ccccc43)c2=O)cc1	78	8
CCCn1c(=O)c2c(nc(Br)n2CCC)n(C)c1=O	103	1
C=CCSc1nnc(-c2cc(Br)ccc2N)c(=O)[nH]1	90	5
CCOC(=O)C(NC(=O)C1CCCN1C(=O)OCc1ccccc1)C(=O)OCC (centres undefined)	95	12
O=C(NCCCN1CCOCC1)c1nn2c(c1Cl)NC(c1ccco1)CC2C(F)(F)F (centres undefined)	168	nt
CN1C(=O)/C(=C/C=C/c2ccco2)SC1=S	nt	52*
CCOC(=O)N1CCC(NCCNC(=O)c2ccccc2Cl)CC1	96	3
CCN(CC)C(=O)C1CCN(c2ncnc3c2cnn3-c2ccc(C)cc2C)CC1	111	7
CCOC(=O)c1c(NC(=O)c2cc(Br)ccc2OC)sc2c1CCCC2	nt	-4
CC1S/C(=N\N=C\c2ccccc2F)NC1=O (centres undefined)	nt	2
C=CCn1c(SCc2nnc(-c3ccccc3)o2)nnc1C(O)c1ccccc1 (centres undefined)	82	-10
O=C(Nc1ccc(Cl)c(-c2nc3ccccc3o2)c1)c1cccs1	nt	-5
COC(=O)[C@@H](NC(=O)NC1CCN(Cc2ccccc2)CC1)C(C)C	111	8
O=C1CCCC(O)=C1C=Nc1ccc2c(c1)oc1ccccc12	88	8
CC(=O)c1c(N2CCN(Cc3ccc4c(c3)OCO4)CC2)nc(=S)n(-c2ccccc2)c1C	135	15
NCCCNC(=O)c1cc2ccccc2[nH]1	112	-14
O=C(/C=C/c1ccccc1)NC(=S)Nc1cccc2ccccc12	nt	-17
Oc1ccc(N=Cc2cc(Br)cc(Br)c2O)cc1	nt	-4
O=C(CCN1C(=O)c2ccccc2S1(=O)=O)Nc1nc2c(s1)CCCC2	76	7
COc1ccc(NC(=O)CC2C(=O)N(c3cccc(OC)c3)C(=O)N2C2CCCCC2)cc1 (centres undefined)	100	9
O=C1CCCC2=C1C(c1cccs1)n1ncnc1N2 (centres undefined)	153	-4
O=C(c1c(F)cccc1F)N1CCN(c2cc(N3CCCC3)c(F)cc2[N+](=O)[O-])CC1	nt	-4
Cc1ccc(C)c(CN2CCCNC2=O)c1	105	0
COc1ccc(CN(CC(=O)NCC2CCCO2)C(=O)CCC(=O)Nc2cc(C)ccn2)cc1 (centres undefined)	92	2
CCCC(=O)Nc1ccccc1NC(=O)CN(C)S(=O)(=O)c1ccccc1	114	6
COc1ccc(Cl)cc1N=Cc1c(O)cc(C)oc1=O	66	3
Clc1ccc(Cn2cc(Br)cn2)cc1Cl	101	-12
CN1CCN(C(=O)CSc2nc(-c3cccs3)cc(-c3cccs3)c2C#N)CC1	159	6
O=C1CCCN1c1ccc(S(=O)(=O)Nc2cccnc2)cc1	nt	41
Cc1cccc(-n2c(SCC(=O)Nc3nnc(C)s3)nnc2-c2ccoc2C)c1	97	5
CCOC(=O)c1c(NC(=O)CSc2nnc(-c3ccccc3)n2CC)sc(C(C)=O)c1C	74	12
COCCOC(=O)c1c(C)oc2ccc(OC(=O)c3ccc4c(c3)OCO4)cc12	84	7
O=c1c(-c2ccc(Br)cc2)coc2c(CN3CCOCC3)c(O)ccc12	nt	-14
CCN1CCCC1CNC(=O)c1ccc(CS(=O)(=O)c2ccccc2C)o1 (centres undefined)	98	-6
O=C(Nc1ccc(F)c([N+](=O)[O-])c1)C1CCCC1	nt	5
CC1(C)CC(=O)C(C(C2=C(O)CC(C)(C)CC2=O)c2ccc(Cl)cc2Cl)C(=O)C1 (centres undefined)	nt	-4
c1cncc(-c2nnc(SCc3cccc4ccccc34)o2)c1	91	3
C=C(C)Cn1c(SCC(N)=O)nc2sc3c(c2c1=O)CCC3	nt	-1
Cc1ccc(S(=O)(=O)NCc2ccc3c(c2)OCO3)cc1	nt	5
FC(F)C(F)(F)C(F)(F)C(F)(F)c1cc(-c2ccccc2)n[nH]1	90	9&10
O=C1C(=O)N(Cc2ccc(Cl)c(Cl)c2)C2C=CC=CC12 (centres undefined)	nt	10
COc1ccc(OC)c(-n2c(CN3CCC(C(N)=O)CC3)nc3ccccc3c2=O)c1	78	3
CCOC(=O)c1c(C)n(-c2ccccc2OC)c2c1cc(O)c1ccccc12	nt	1
CCOC(=O)c1c(NC(=O)c2ccc(C)c([N+](=O)[O-])c2)sc(C(=O)Nc2ccccc2F)c1C	81	-4
O=C(Nc1cccc(CCc2ccccn2)c1)Nc1cccc2ccccc12	nt	-5
Cc1nn2c(N3CCOCC3)c3c(nc2c1-c1ccccc1)CCCC3	87	2
COc1ccc(OCC(=O)N2CCN(c3nnc(-c4ccccc4)c4ccccc34)CC2)cc1	98	2
COc1ccc(S(=O)(=O)N(CC(=O)N2CCN(C)CC2)C2CCCCC2)cc1OC	100	4
COc1ccc(NC(=O)COc2ccc(Cl)cc2)cc1	nt	4
Cc1nn(-c2ccccc2)c(C)c1/C=N/NC(=O)c1cc(C23CC4CC(CC(C4)C2)C3)[nH]n1	nt	-5
Cc1ccc(C)c(OCCCCCn2ccnc2)c1	95	9
O=C1C2=C(C(c3ccccc3)=NCCN2)C(c2ccc(O)cc2)N1c1ccccc1 (centres undefined)	nt	0
NC(=O)C1CCN(C(=O)Cc2ccc(Cl)cc2)CC1	nt	-2
CN(C(=O)c1cnc(N2CCN(c3ncccn3)CC2)c2ccccc12)c1ccc(Cl)cc1	78	4
Cc1cc(C)c2[nH]c(=O)c(CN(CC3CCCO3)C(=O)C3CCCO3)cc2c1 (centres undefined)	87	11
CC(=O)C1C(=O)c2ccccc2C1=Nc1ccc2cccnc2c1 (centres undefined)	nt	-3
N#CCSc1nnc(Cc2cccc3ccccc23)n1C1CCCCC1	79	-1

Following part.
SMILES	BAP1 inh	HePTP inh
CCC(Sc1nc(=O)cc(N)n1-c1ccccc1)C(=O)Nc1ccc(Cl)cn1 (centres undefined)	94	10
COc1cc(C2/C(=C(\O)c3cc(C)ccc3C)C(=O)C(=O)N2CCN(C)C)ccc1O (centres undefined)	nt	3
COC(=O)c1ccc(CSc2nc3sc4c(c3c(=O)n2C)CCCC4)o1	85	7
Cc1ccc(SCCNC(=O)C(C)C)cc1	128	6
CC(=O)c1cc2c(cc1NC(=O)c1ccc(-n3nc(C)cc3C)cc1)OCO2	nt	10
O=C(Nc1ccc(F)cc1)N(CCCN1CCOCC1)Cc1cc2cc3c(cc2[nH]c1=O)OCO3	nt	9
O=C(NCc1ccco1)c1cc2sccc2n1Cc1ccccc1	86	2
CCc1ccc(NC(=O)C(=O)NCc2ccccc2OC)cc1	nt	-1
CCC1(CC)NC(=S)N(c2ccc(C)cc2)N1	nt	-6
O=C(CN(c1cccc([N+](=O)[O-])c1)S(=O)(=O)c1ccccc1)Nc1ccccc1Br	nt	-10
CN1CCN(Cn2c(O)c(N=NC(=O)c3ccccc3)c3cc(Br)ccc32)CC1	nt	17
CCOc1ccc(-c2cc(CCCC(=O)NCc3cccnc3)no2)cc1	93	5
Cc1ccc(OCC(=O)Nc2ccccc2CO)c(Br)c1	nt	5
CN(Cc1ccccc1)C1CC(=O)N(c2ccc(F)cc2)C1=O (centres undefined)	nt	-8
COc1cccc(Nc2cc(C)nc3nc(C)nn23)c1	96	3
CCOc1cccc2cc(C(=O)Nc3cc(C)on3)c(=O)oc12	nt	10
Cc1cc(C)c2oc(-c3ccc(NC(=S)NC(=O)c4ccco4)cc3)nc2c1	nt	-14
C1C2CC3CC1CC(C2)C3NC1C2CC3CC(C2)CC1C3 (centres undefined)	114	nt
Cc1cc2c3nonc3ccc2n1C	90	-5
O=C(c1ccc(-c2ccccc2)cc1)N1CCN(Cc2ccc3c(c2)OCO3)CC1	nt	3
COc1ccc(-c2nnc3ccc(SCC(=O)NCc4ccco4)nn23)cc1OC	103	7
O=C(NCCCN1CCN(CCCNC(=O)c2ccc(F)cc2)CC1)c1ccc(F)cc1	118	5
Cc1ccc(NC(=O)c2ccc(S(=O)(=O)NCC3CCCO3)cc2)cc1 (centres undefined)	93	-2
CCCCC/C(=N\NC(=O)c1cccnc1)c1ccccc1	nt	0
COc1ccc(NCc2ccc(OC)c(OC)c2)cc1	95	12
O=C(/C=C\c1cccs1)NC(=S)Nc1ccc([N+](=O)[O-])cc1O	nt	-19
CCN1CCc2c(sc(NC(=O)Nc3ccc(Cl)c(Cl)c3)c2C(N)=O)C1	nt	-1
Cc1cc(C)nc(N2CCCC(C(=O)Nc3nnc(C)s3)C2)n1 (centres undefined)	110	-8
Cc1ccc(Cl)c(OCCCCNC(C)(C)C)c1	nt	9
O=C(CCCN1C(=O)/C(=C/c2ccccc2)SC1=S)Nc1ccccc1C(=O)O	nt	10
CCOc1ccccc1C(=O)NCC(=O)OCC(=O)NCCc1ccc(S(N)(=O)=O)cc1	nt	2
CCOC(=O)C1CCN(Cc2ccc(OC)cc2OC)CC1	nt	9
Cc1oc(C)c2c(=O)ccc3c(c12)OC(N)=C(C#N)C3c1ccccc1 (centres undefined)	79	8
Cc1cc(-n2c(C)cc(C(=O)CSc3ccc4c(c3)OCCO4)c2C)no1	93	2
CC(c1ccccc1)C1CC(=O)N(Cc2ccco2)C1=O (centres undefined)	84	4
C=C(C)COc1ccc(-c2n[nH]c(C)c2Oc2ccccc2OC)c(O)c1	105	-2
OC12CCCCC1C1(O)CCCCC1C1(CCCCC1)O2 (centres undefined)	nt	-1
Cc1cccc(/C=C2\C(=O)NC(=O)N(c3cc(C)cc(C)c3)C2=O)c1	nt	-14
CNC(=O)CSCCn1c(SCC(=O)NC)nc2ccccc2c1=O	110	8
Cc1ccc(NC(=O)CN(C)S(=O)(=O)c2cnc[nH]2)cc1C	98	-4
Cc1ccc(N2C(=O)C3C4C=CC(C4)C3C2=O)cc1 (centres undefined)	86	1
CCN(CC)c1ccc(/C=C2\C(=O)NC(=S)N(c3cccc(Br)c3)C2=O)o1	nt	-4
O=S1(=O)CC(O)C(Nc2ccccc2Cl)C1 (centres undefined)	94	5
O=C(Nc1ccccc1)N(Cc1cccnc1)Cc1ccco1	111	5
CCOC(=O)C1=C(C)N=c2s/c(=C\c3cccs3)c(=O)n2C1c1ccc(OC)cc1 (centres undefined)	nt	7
Cc1ccccc1-c1nnn(CC(=O)NCc2ccc3c(c2)OCO3)n1	91	0
CCOC(=O)C(O)(C1C(=O)CC(C)(C)CC1=O)C(F)(F)F (centres undefined)	157	3
C=CCOc1ccc(/C=C2\C(=O)NC(=O)N(c3ccc(Cl)cc3)C2=O)cc1OCC	nt	3
CC(=O)Nc1c(C(=O)c2ccc(F)cc2)oc2ccccc12	nt	-10
Cc1ccccc1C(=O)Nc1c(C(=O)N2CCN(Cc3ccccc3)CC2)cnn1-c1ccccc1	nt	-6
COc1ccccc1-c1nc(-c2cccc([N+](=O)[O-])c2)no1	nt	5
Cc1nnc(SCC(=O)N2CCN(Cc3ccccc3)CC2)s1	78	4
Cc1c(C(=O)Nc2ccc(C(=O)O)cc2)cnn1C	112	2
Cc1ccccc1-n1c(Cn2c(=O)sc3ccccc32)nnc1SC(C)C	96	12
CCOC(=O)c1cc(CC)sc1NC(=O)c1cc(NS(=O)(=O)c2ccc(Cl)cc2)ccc1Br	nt	-16

Hits appear at their usual frequency, and some 0.7% of all compounds hit somewhere here.
